High-throughput results from PubChem BioAssay.
CHT allo act = human CHT allosteric activation. Q9GZV3. CHT-expressing cells, membrane potential dye, choline EC20; hits give high values; LV-AA mutant CHT in HEK293 cells. B-score at 10 µM. hit rate 0.49% among 310,000;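 active = initial fluorescence not abnormally high and integrated response B-score, plate-corrected, over 3 SD above library mean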
Target sequence (Q9GZV3 whole entry, looked up): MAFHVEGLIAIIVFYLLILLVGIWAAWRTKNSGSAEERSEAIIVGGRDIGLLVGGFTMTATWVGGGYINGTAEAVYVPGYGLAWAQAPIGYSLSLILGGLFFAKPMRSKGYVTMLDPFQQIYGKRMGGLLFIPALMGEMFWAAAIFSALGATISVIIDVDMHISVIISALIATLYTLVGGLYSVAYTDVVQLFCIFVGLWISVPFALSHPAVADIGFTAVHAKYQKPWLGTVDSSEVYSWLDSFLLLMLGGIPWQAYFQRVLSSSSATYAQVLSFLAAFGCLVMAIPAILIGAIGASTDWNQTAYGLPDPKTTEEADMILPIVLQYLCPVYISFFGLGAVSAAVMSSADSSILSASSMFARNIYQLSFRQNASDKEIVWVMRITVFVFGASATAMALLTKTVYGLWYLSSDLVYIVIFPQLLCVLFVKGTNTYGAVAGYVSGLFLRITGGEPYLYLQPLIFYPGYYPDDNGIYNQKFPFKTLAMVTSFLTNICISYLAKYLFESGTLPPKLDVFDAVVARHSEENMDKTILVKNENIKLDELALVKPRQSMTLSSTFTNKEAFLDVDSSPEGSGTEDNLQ
CHT block = human CHT choline transport inhibition; CHT-expressing cells, membrane potential dye, choline response; hits give low values; B-score at 10 µM; hit rate 0.86% among 310,000; AID 488975;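 active = B-score over 3 SD under the library average, and starting fluorescence ratio not unusually high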;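 note: choline stimulus applied at its EC90 after an EC20 pre-addition; B-score computed on integrated fluorescence ratio after choline addition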
STK33 kinase inh = human STK33 kinase inhibition | purified STK33, MBP phosphorylation, ADP-Glo luminescence | inhibition, % at 10 µM | hit rate 0.073% among 320,000 | AID 2661;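 active = inhibition at or above 25%, using the most active replicate where run in duplicate; inactive = inhibition below 25%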
Target sequence (Q9BYT3 whole entry, looked up): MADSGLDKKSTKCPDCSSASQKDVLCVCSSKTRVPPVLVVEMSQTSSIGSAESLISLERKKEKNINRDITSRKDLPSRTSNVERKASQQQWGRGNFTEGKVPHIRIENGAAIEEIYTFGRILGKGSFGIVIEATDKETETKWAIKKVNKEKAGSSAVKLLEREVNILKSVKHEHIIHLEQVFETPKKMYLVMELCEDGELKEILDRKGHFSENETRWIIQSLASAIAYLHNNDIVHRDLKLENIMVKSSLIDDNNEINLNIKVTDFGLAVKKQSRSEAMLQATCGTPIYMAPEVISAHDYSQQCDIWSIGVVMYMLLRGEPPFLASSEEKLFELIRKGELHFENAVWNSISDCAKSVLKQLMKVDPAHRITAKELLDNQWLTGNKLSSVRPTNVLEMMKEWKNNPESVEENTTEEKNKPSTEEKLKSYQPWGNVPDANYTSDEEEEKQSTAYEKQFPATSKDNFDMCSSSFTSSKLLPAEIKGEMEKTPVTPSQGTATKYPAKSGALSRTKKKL
Starred values were filed as active, the others as inactive; i = inactive; / = not tested or not shown.

SMILES | CHT allo act | CHT block | STK33 kinase inh
COc1ccccc1C(=O)C(O)c1ccccc1OC (stereo not given) | i | i | -0.3
CC(C)COC(=O)c1ccc(NC(=O)C2C3C=CC(C3)C2C(=O)O)cc1 (stereo not given) | i | i | 0.8
COC(=O)c1c(C(=O)OC)c(-c2ccc(C(C)(C)C)cc2)n2c1CS(=O)C2 (stereo not given) | i | i | -0.9
CCc1nc2c(cnn2-c2ccc(Cl)cc2)c(=O)n1-c1ccc(OC)cc1 | i | i | 0.5
COc1ccc(CCNC(=O)CSc2ccc(-c3ccncc3)nn2)cc1 | i | i | -1.4
CCN(CC)S(=O)(=O)c1cccc(NC(=O)C2SC(=Nc3ccc(C)cc3C)C(C(=O)NCC3CCCO3)=C2N)c1 (stereo not given) | i | i | -1.1
Cn1ncc(Cl)c1C(=O)NCC1CCCO1 (stereo not given) | i | i | -1.5
O=C(NCc1ccccn1)C1CN(S(=O)(=O)c2ccccc2)CCN1S(=O)(=O)c1ccccc1 (stereo not given) | i | i | 0.4
Cc1ccc(-n2nnc(-c3cc4ccccc4nc3Cl)n2)cc1 | i | i | -1.7
Cc1ccnc(NS(=O)(=O)c2ccc(NC(=O)Cc3c(F)cccc3Cl)cc2)n1 | i | i | 0.8
COc1ccc(C(=O)N/N=C(\C)c2ccc3c(c2)C2C=CCC2C(c2ccccc2)N3)cc1 (stereo not given) | i | i | -2.8
CCOC(=O)c1sc(NC(=O)c2cccc(S(=O)(=O)N3c4ccccc4CC3C)c2)cc1C (stereo not given) | i | i | -2.1

Random excerpt: 5 compounds from above, in no set order.
SMILES | CHT allo act | CHT block | STK33 kinase inh
CC(C)COC(=O)c1ccc(NC(=O)C2C3C=CC(C3)C2C(=O)O)cc1 (stereo not given) | i | i | 0.8
COc1ccc(C(=O)N/N=C(\C)c2ccc3c(c2)C2C=CCC2C(c2ccccc2)N3)cc1 (stereo not given) | i | i | -2.8
COc1ccccc1C(=O)C(O)c1ccccc1OC (stereo not given) | i | i | -0.3
Cn1ncc(Cl)c1C(=O)NCC1CCCO1 (stereo not given) | i | i | -1.5
CCc1nc2c(cnn2-c2ccc(Cl)cc2)c(=O)n1-c1ccc(OC)cc1 | i | i | 0.5

Remaining list, next part
SMILES | CHT allo act | CHT block | STK33 kinase inh
Nc1c2c(nc3sc4c(c13)CCCC4)-c1ccccc1CC2 | i | i | 0.2
COc1ccc(C(=O)CC(=O)c2ccccc2O)cc1OC | i | i | -0.7
Cc1[nH][nH]c(=O)c1C(c1ccc(N(C)C)c(Br)c1)c1c(C)[nH][nH]c1=O | i | i | 4.4
COCCN(Cc1cc2cc(C)ccc2nc1Cl)C(=O)Nc1ccccc1OC | i | i | -1.1
CCCS(=O)(=O)c1c(S(=O)(=O)CCC)c2ccccn2c1C(=O)OC | i | i | 2.2
O=C(NCCC1=CCCCC1)C1CCN(S(=O)(=O)c2ccc(Br)s2)CC1 | i | i | 0.4
c1ccc(-n2nnnc2SCc2ccccn2)cc1 | i | i | 2.3
COc1ccc(S(=O)(=O)NCCc2ccc(F)cc2)cc1 | i | i | -3.4
Cc1nc(-c2nnc(SCC(=O)Nc3cc(Cl)cc(Cl)c3)n2C)cs1 | i | i | 0.2
Cc1cc(C)c(O)c(C2(O)C(=O)c3ccccc3C2=O)c1 | i | i | -1.3
O=C(NCC(c1cccs1)N1CCOCC1)c1cc(S(=O)(=O)N2CCOCC2)c(Cl)cc1Cl (stereo not given) | i | i | -0.3
COc1cc(/C=N/NC(=O)CNc2n[nH]c(=O)[nH]c2=O)ccc1O | i | i | -0.9
CC(=O)Nc1ccc(S(=O)(=O)N2CCN=C2C)cc1 | i | i | 0.1
COc1cccc(C(=O)CSc2nccn2C)c1 | i | i | -0.6
CCCN(Cc1ccccc1)C(=S)Nc1cccc(C(F)(F)F)c1 | i | i | -3.1
O=C(NCCc1ccccc1)C1CCN(c2ncccn2)CC1 | i | i | -1.2
Cc1ccc(N(CC(=O)NCc2ccc(F)cc2)S(=O)(=O)c2cccs2)cc1 | i | i | 0.3
COc1ccccc1N1CCN(C(c2ccccc2)c2nnnn2CCc2ccccc2)CC1 (stereo not given) | i | i | -0.9
CCn1c(=O)c([N+](=O)[O-])c(N2CCN(Cc3ccc4c(c3)OCO4)CC2)c2ccccc21 | i | i | -3.7
Cc1nc2cc(N=NC3=C(O)CCCC3=O)ccc2s1 | i | i | /
CCc1nnc(SCC(=O)Nc2ccc(F)cc2)o1 | i | i | -1.1
COc1ccc(C)cc1S(=O)(=O)Nc1ccc2c(c1)OCO2 | i | i | 0.6
NC(=O)[C@@H]1CC2(CC(c3cccc(NC(=O)[C@@H]4CCC(=O)N4)c3)=NO2)CN1C(=O)Cc1ccc([N+](=O)[O-])cc1 (stereo not given in full) | i | i | 0.1
COc1ccc2cc(-c3[nH]ncc3CN3C[C@@H]4CCC[C@H]3C4)ccc2c1 | i | i | 0.3
CC(Sc1nc(NC(C)(C)C)nc(N(C)C)n1)C(=O)Nc1ccccc1 (stereo not given) | i | i | -1.9
Cc1nc(CS(=O)(=O)c2ccccc2)cc(N2CCOCC2)n1 | i | i | -0.7
C#CC(CC)(CC)NC(=O)c1ccc(Br)s1 | i | i | -0.6
O=C(COC(=O)CCCOc1ccc(Cl)cc1Cl)Nc1cccc(Cl)c1 | i | i | -0.4
O=C(c1ccccc1)N1CCN(C2CC3CCC2C3)CC1 (stereo not given) | i | i | 0.0
O=C(NCc1ccc2c(c1)OCO2)c1cc2c(s1)CS(=O)(=O)C2 | i | i | 0.2
CSc1ccc(S(=O)(=O)NC(C)c2ccccc2)cc1 (stereo not given) | i | i | 0.3
Cc1cc(NC(=O)c2ccc(Cn3nc(C)c(Br)c3C)o2)no1 | i | i | 0.0
O=C(O)CCCNC(=O)Cc1ccccc1 | i | i | -0.7
CCOc1ccccc1/C=C/c1nc2ccccc2[nH]c1=O | i | i | -0.9
COc1ccc(-c2nonc2NC(=O)c2oc3ccc(F)cc3c2C)cc1OC | i | i | 8.2
CCOC(=O)Nc1cc(OCC)c(NC(=O)C2CC2)cc1OCC | i | i | -2.7
O=C(c1ccccc1)c1ccc(N2CCOCC2)c(F)c1 | i | i | 0.0
Cc1ccc(Nc2ccc(N3CCN(c4ccc([N+](=O)[O-])cc4)CC3)nn2)cc1 | i | i | -0.1
COc1ccc(OC)c2c(N3CC(C)OC(C)C3)cc(C(F)(F)F)nc12 (stereo not given) | i | i | -0.5
Cc1cc(C(=O)N/N=C/c2cccnc2)c2ccccc2n1 | i | i | -0.5
Cc1cc(NC(=O)COC(=O)C2CCCN2C(=O)c2cccs2)no1 (stereo not given) | i | i | 2.8
O=C(NNC(=O)c1cccc(S(=O)(=O)N2CCN(c3ccccc3)CC2)c1)c1ccc(Cl)cc1 | i | -5.4* | -0.6
Fc1cccc(C2NC(=S)NC3=C2N2CCC3CC2)c1 (stereo not given) | i | i | -1.3
CCCOc1ccccc1C(=O)NCCCC(=O)O | i | i | -1.9
Cc1cc(C)c2c(c1)/C(=c1/sc3n(c1=O)CN(c1ccccc1)CN=3)C(=O)N2 | i | i | 1.5
Cc1ccc(C(=O)NC2(C(Cl)Cl)N=C(c3ccccc3)N=C2N)cc1 (stereo not given) | i | i | 0.8
Cc1ccccc1NS(=O)(=O)c1ccc(C(=O)N2CCCCCC2)cc1 | i | i | -0.1
Nn1c(SCC(=O)N2CCCc3ccccc32)nncc1=O | i | i | -0.6
O=C(CCN1C(=O)/C(=C\c2ccccc2)SC1=S)NNC(=O)c1ccccc1O | i | i | -0.5
O=C(CSc1nnc(-c2ccco2)o1)c1ccccc1Cl | i | i | 0.8
CCSc1nnc2ccc(-c3ccco3)nn12 | i | i | -0.9
N#CC12C(N)=NC3(OCCO3)C1(C#N)C1=C(CCC1)NC2c1ccccc1 (stereo not given) | i | i | 1.2
CCOc1ccc(N(CC(=O)NCCc2ccccc2)C(=O)c2csnn2)cc1 | i | i | -1.1
CCN(CC)CCNC(=S)Nc1ccc2nc(N3CCN(CC)CC3)cc(C)c2c1 | i | i | -0.4
COC(=O)/C=C/c1cc(F)ccc1S(=O)(=O)NC(C)(C)C | i | i | 0.1
C[n+]1ccn(CC(=O)c2cccs2)c1 | i | i | -1.5
CCOC(=O)C1(Cc2cccc(OC)c2)CCN(Cc2cccc3cnccc23)CC1 | i | i | -1.4
CCN1CCN(S(=O)(=O)c2cc(C)c(OC)cc2C)CC1 | i | i | -0.8
CN(Cc1cc2ccccc2[nH]c1=O)S(C)(=O)=O | i | i | -1.4
Cc1ccc(-c2csc3nc(SCC(=O)N(C)C)n(Cc4ccccc4)c(=O)c23)cc1 | i | i | -2.2

Next section.
SMILES | CHT allo act | CHT block | STK33 kinase inh
COC(=O)Nc1nnc(-c2ccccc2OC)s1 | i | i | 0.9
C=CCc1c(Cl)nc(C)nc1NCc1ccccc1 | i | i | -1.9
CC(/C=C/c1ccco1)=N/NC(=O)OC(C)(C)C | i | i | -1.1
N#Cc1ccc(C23CC4(C2)[C@H](CN(Cc2ccc(-c5ccccc5)cc2)[C@@H]4c2ccccc2)C3c2ccccc2)cc1 (stereo not given in full) | i | i | 2.7
CCOCCCNC(=S)N1CCN(c2nc(-c3ccc(F)cc3)cs2)CC1 | i | i | -1.0
COc1ccc(S(=O)(=O)Nc2ccccc2-c2nnn(CC(=O)Nc3ccccc3OC)n2)cc1 | i | i | -0.1
CC(C)C(OC(=O)c1cccs1)C(=O)NCCc1ccccc1 (stereo not given) | i | i | -1.2
Cc1ccc(-c2noc(CN3CCN(C(c4ccccc4)c4ccccc4)CC3)n2)cc1 | i | i | 0.7
CC(C)c1ccc(-n2cccc2/C=C2/C(=N)N3C=CSC3=NC2=O)cc1 | i | i | -1.3
NNC(=O)c1nc[nH]c1C(=O)Nc1ccccc1 | i | i | 1.0
COc1cc(OC)nc(Oc2ccc(N)c(C)c2)n1 | i | i | -1.0
CC(C)(C)OC(=O)N1CCC2(CC1)Oc1ccc(Cl)cc1C(=O)C21CC(c2ccc(Cl)cc2)=NO1 (stereo not given) | i | i | 0.4

Part of the list above, limited to STK33 kinase inh and CHT allo act:
SMILES	STK33 kinase inh	CHT allo act
Cc1ccc(-c2noc(CN3CCN(C(c4ccccc4)c4ccccc4)CC3)n2)cc1	0.7	i
CC(C)c1ccc(-n2cccc2/C=C2/C(=N)N3C=CSC3=NC2=O)cc1	-1.3	i
NNC(=O)c1nc[nH]c1C(=O)Nc1ccccc1	1.0	i
COc1cc(OC)nc(Oc2ccc(N)c(C)c2)n1	-1.0	i

One compound at a time, from the list above. Order of screens: CHT allo act | CHT block | STK33 kinase inh
Results for COc1ccc(S(=O)(=O)Nc2ccccc2-c2nnn(CC(=O)Nc3ccccc3OC)n2)cc1 → i | i | -0.1
Results for NNC(=O)c1nc[nH]c1C(=O)Nc1ccccc1 → i | i | 1.0
Results for C=CCc1c(Cl)nc(C)nc1NCc1ccccc1 → i | i | -1.9
Results for Cc1ccc(-c2noc(CN3CCN(C(c4ccccc4)c4ccccc4)CC3)n2)cc1 → i | i | 0.7

(more compounds)
SMILES | CHT allo act | CHT block | STK33 kinase inh
CCn1cc(C(=O)N2CCn3c(nc4ccccc43)C2)c(=O)c2ccc(C)nc21 | i | i | -0.5
CCC(CC)NC(=O)COn1nnc2ccc(S(=O)(=O)N3CCOCC3)cc21 | i | i | -0.7
O=C(CCc1nnc(-c2ccc(-c3ccccc3)cc2)o1)NCCc1ccccn1 | i | i | -0.7
CCCNS(=O)(=O)c1ccc(OCC(=O)Nc2ccc3c(c2)OCCO3)cc1 | i | i | -1.5
Cc1[nH]n(-c2ccccc2)c(=O)c1C=NC1CCCCCC1 | i | i | -1.5
CC(=O)Nc1ccc(N2CCOCC2)c(C(=O)Nc2cccc(C)c2)c1 | i | i | -0.2
COC(=O)CNC(=O)C1CCN(S(=O)(=O)c2cccc3nsnc23)CC1 | i | i | -2.2
COc1cccc(CN(C)C(=O)CC23CC4CC(CC(C4)C2)C3)c1OC | i | i | -1.5
CC(C)NC(=O)c1ccc2c(=O)n(CC3CCCO3)c(=S)[nH]c2c1 (stereo not given) | i | i | -0.7
O=C(CN1CCN(c2ccccn2)CC1)Nc1ccc2ccccc2c1 | i | i | -0.2
CC(C)CC(=O)Nc1ncnc2c1C(=O)CC(C)(C)C2 | i | i | -0.2
O=C1N2CCSC2=NC1(Nc1ccccn1)C(F)(F)F (stereo not given) | i | i | -1.0
O=C(Nc1cccc(Cl)c1)OCc1cncs1 | i | i | 0.6
NC1=NC(c2cn(-c3ccccc3)nc2-c2cccs2)n2c(nc3ccccc32)N1 (stereo not given) | i | i | -0.3
Cn1c(=O)cc(C(=O)N/N=C/c2ccc(F)cc2)[nH]c1=O | i | i | 0.1
Cc1cc(N2CCOCC2)c2c(N)c(Br)cc(C)c2n1 | 9.8* | i | 1.3
COC(=O)c1ccc(NC(=O)COc2cccc3c2OC(C)(C)C3)cc1 | i | i | -0.3
O=C(Cc1ccccc1[N+](=O)[O-])N1CCN(c2ccccc2F)CC1 | i | i | 1.0
CCC(=O)N1CCc2cc(S(=O)(=O)NCCc3ccc(S(N)(=O)=O)cc3)ccc21 | i | i | 0.2
CCOC(=O)CC1(C)NC(=O)c2c(C)sc(C(=O)OCC)c2N1 (stereo not given) | i | i | 1.3
CCc1ccc(S(=O)(=O)NCc2cn3cccc(C)c3n2)s1 | i | -5.4* | 0.0
Cc1cccc(OCc2cc(-c3ccccc3)no2)c1C | i | i | -0.4
O=[N+]([O-])c1ccc(Oc2ccc(S(=O)(=O)N3CCCCC3)cc2)cc1 | i | i | -0.1
CSCCC(NC(=O)c1ccc(Cl)cc1Cl)C(=O)NCc1ccncc1 (stereo not given) | i | i | -3.3
O=C(CN(C(=O)CCC(=O)Nc1nccs1)c1ccc2c(c1)OCO2)NCc1ccc(F)cc1 | i | i | -0.2

In the list so far, these have a cyano group.
SMILES | CHT allo act | CHT block | STK33 kinase inh
N#CC12C(N)=NC3(OCCO3)C1(C#N)C1=C(CCC1)NC2c1ccccc1 (stereo not given) | i | i | 1.2
N#Cc1ccc(C23CC4(C2)[C@H](CN(Cc2ccc(-c5ccccc5)cc2)[C@@H]4c2ccccc2)C3c2ccccc2)cc1 (stereo not given in full) | i | i | 2.7
